# ABHD5-PLIN5 inh: ABHD5-PLIN5 protein interaction inhibition. inhibition, % at 4 µM. 360,000 compounds, 0.78% hits. Split G. princeps luciferase complementation, luminescence, 4 h. Q00G26+Q8WTS1;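 active = inhibition above the mean inhibition across every tested compound plus 3 SD, cut at about 22% in these data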;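 note: 0% = DMSO only wells and the 100% control is not disclosed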
# Cardio protect: modulators protecting cardiomyocytes from myocardial damage | H9c2 cardiomyocytes, H2O2 injury protection, ATPLite, 2 h | protection from H2O2 cell death, % at 20 µM | 360,000 compounds, 0.63% hits;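 active = compounds giving at least 50% protection of heart cells from peroxide-induced death in the single-dose screen, raw or plate-pattern-corrected value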;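 note: 0% = DMSO wells with peroxide and 100% = DMSO wells without peroxide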
# iPSC survival up: hiPSC single-cell survival enhancement; ATPlite luminescence; 100% = ROCK inhibitor wells, 0% = DMSO; survival enhancement, % at 20 µM; 360,000 compounds, 0.044% hits; in the data active = survival enhancement above about 18%;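 note: cells exposed to compounds for 16 hours before the ATP read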
# MC4R barr agon: human MC4R agonism via beta-arrestin. U2OS MC4R beta-arrestin complementation, luminescence; percent of melanotan II response, DMSO zero. activation, % at 8.9 µM. P32245. 360,000 compounds, 0.98% hits;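 active = activation above a per-plate cutoff, the mean activation of sample wells on that plate plus 3 SD, cut at about 8% in these data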
# ABCB6 inh MLPCN: human ABCB6 transporter inhibition | Q9NP58 | K562-ABCB6 porphyrin accumulation, flow cytometry, 1 h; stronger effect = lower value | fluorescence ratio to DMSO, % at 10 µM | 360,000 compounds, 0.19% hits | AID 602162;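 active = fluorescence ratio to DMSO below 75%, the collection mean minus 3 SD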;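 note: signal is porphyrin accumulated inside mitochondria; 100% equals median channel fluorescence of DMSO control wells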
# Target sequence (Q9NP58 whole entry, looked up): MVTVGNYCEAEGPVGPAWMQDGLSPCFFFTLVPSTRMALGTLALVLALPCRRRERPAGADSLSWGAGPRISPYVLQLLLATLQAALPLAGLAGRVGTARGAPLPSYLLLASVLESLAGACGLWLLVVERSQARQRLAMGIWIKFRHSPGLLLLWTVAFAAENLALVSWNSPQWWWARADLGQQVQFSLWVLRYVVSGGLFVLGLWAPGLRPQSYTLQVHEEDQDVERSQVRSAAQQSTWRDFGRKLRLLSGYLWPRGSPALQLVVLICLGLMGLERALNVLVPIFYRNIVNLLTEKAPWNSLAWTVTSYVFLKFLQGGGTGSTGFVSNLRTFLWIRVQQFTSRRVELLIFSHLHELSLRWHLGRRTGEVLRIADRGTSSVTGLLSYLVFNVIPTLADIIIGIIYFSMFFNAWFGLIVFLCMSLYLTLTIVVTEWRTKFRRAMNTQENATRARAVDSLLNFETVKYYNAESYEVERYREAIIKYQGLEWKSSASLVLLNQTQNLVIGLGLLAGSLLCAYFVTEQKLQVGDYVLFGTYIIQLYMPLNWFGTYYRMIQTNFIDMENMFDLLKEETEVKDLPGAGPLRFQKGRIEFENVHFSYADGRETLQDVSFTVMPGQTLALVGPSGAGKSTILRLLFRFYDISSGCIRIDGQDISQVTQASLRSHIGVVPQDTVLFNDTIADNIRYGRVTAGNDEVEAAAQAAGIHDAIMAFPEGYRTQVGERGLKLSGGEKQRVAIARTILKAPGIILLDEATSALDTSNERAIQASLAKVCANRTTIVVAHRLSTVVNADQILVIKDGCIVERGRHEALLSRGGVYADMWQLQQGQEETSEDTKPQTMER
# m5-HT2A agonist: agonists of mouse serotonin 5-HT2A receptor (HTR2A); CHO-K1 mHTR2A beta-arrestin complementation, luminescence; percent of 30 µM serotonin response; 360,000 compounds, 0.66% hits; activation, % at 7.6 µM;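 active = activation above a run cutoff, the mean activation of all tested compounds plus 3 SD, cut at about 14% in these data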;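 note: 0% = plate median of compound wells and 100% = 30 µM serotonin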
# MC4R antagonist: blocks human MC4R cAMP signaling; P32245; MC4R-expressing cells, MTII-stimulated cAMP, LANCE TR-FRET; inhibition, % at 6.5 µM; 360,000 compounds, 0.48% hits; AID 540295;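 active = inhibition above its plate's cutoff, the mean of tested wells on that plate plus 3 SD, cut at about 29% in these data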;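 note: 0% = Melanotan II alone and 100% = Melanotan II plus saturating MCL0020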
#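 Assay system: U2OS cells stably expressing human melanocortin 4 receptor (MC4R) / Dosing: 6.5 µM / Timing: compound 30 min, challenge 1 h, detection 1 h / Measured by: Eu-cAMP/anti-cAMP TR-FRET, emission 671 nm / Replicates: singlicate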
# Glyco luc inh: blocks N-linked glycosylation in D54 reporter cells; D54 ERlucT glycosylation luciferase reporter, 24 h; percent of 100 nM tunicamycin response; 360,000 compounds, 0.23% hits; AID 588692; reporter increase, % at 12.5 µM;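 active = mean luciferase reporter signal, scaled so untreated is 0 and the glycosylation-blocking control 100, at or above a set limit in every replicate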;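 note: luciferase carries N-glycosylation sites so blocking glycosylation raises the light; 0% = median of neutral control wells and 100% = median of 100 nM tunicamycin wells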
# aDG glyco up: alpha-DG glycosylation activation | AID 624168 | Pro5-aDG cells, alpha-DG glycosylation AlphaScreen (IIH6); 0% Pro5, 100% B10-LARGE cell signal | 360,000 compounds, 0.22% hits | activation, % at 10 µM;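 active = activation of at least 8% versus controls, or a plate z-score of at least 8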;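 note: Pro5 are CHO cells carrying HIG-tagged alpha-DG that lacks glycosylation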
# Granule exo inh: blocks lytic granule exocytosis | TALL-104 LAMP-1 surface exposure, flow cytometry; cells stimulated with thapsigargin and PMA | inhibition, % at 10 µM | 360,000 compounds, 0.66% hits | AID 651702;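 active = inhibition above about 55%, limit read from the data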
# Numbers without * were called inactive; x = no result given.
# Start of the data: the first 7 entries as a preview:
# Value order – ABHD5-PLIN5 inh	ABCB6 inh MLPCN	MC4R antagonist	Glyco luc inh	Granule exo inh	m5-HT2A agonist	aDG glyco up	iPSC survival up	MC4R barr agon	Cardio protect
- COc1c(S(=O)(=O)n2nc(C)cc2C)ccc(Cl)c1Cl
 : 0	93	-6	-1	-2	2	0.1	-1.0	1.7	-2
- CN(C)CCN(Cc1ccccc1)c1nccc(N(C)C)c1C#N
 : 0	93	0	1	-5	2	0.2	2.3	-0.2	2
- COc1ccc(/C=C(/Sc2nnc(-c3ccc(Cl)cc3)o2)C(=O)O)cc1
 : 0	100	11	-1	-1	-1	-0.2	-0.4	-2.0	-3
- CCOC(=O)CC1ON(C)C(=O)N1c1ccc(Cl)cc1Cl (stereo not drawn)
 : -2	107	7	-1	-13	10	0.3	-0.2	0.0	-13
- COc1ccc(NC(C)=O)cc1NC(=O)CSc1nnc(-c2ccccn2)n1C
 : 5	114	2	0	0	-4	0.0	-0.4	-1.2	0
- O=C(NCc1ccc(Cl)cc1)c1cc(=O)nc2sc(-c3ccccc3)nn12
 : 4	93	-8	-4	-2	0	1.1	4.6	2.0	0
- CCN(c1ccc(OC)cc1)S(=O)(=O)c1nnc(NC(=O)CC(C)C)s1
 : -12	79	-2	1	19	3	0.1	-0.2	-2.2	-6

# This part in full (from the top)
# Value order – ABHD5-PLIN5 inh	ABCB6 inh MLPCN	MC4R antagonist	Glyco luc inh	Granule exo inh	m5-HT2A agonist	aDG glyco up	iPSC survival up	MC4R barr agon	Cardio protect
- COc1c(S(=O)(=O)n2nc(C)cc2C)ccc(Cl)c1Cl
 : 0	93	-6	-1	-2	2	0.1	-1.0	1.7	-2
- CN(C)CCN(Cc1ccccc1)c1nccc(N(C)C)c1C#N
 : 0	93	0	1	-5	2	0.2	2.3	-0.2	2
- COc1ccc(/C=C(/Sc2nnc(-c3ccc(Cl)cc3)o2)C(=O)O)cc1
 : 0	100	11	-1	-1	-1	-0.2	-0.4	-2.0	-3
- CCOC(=O)CC1ON(C)C(=O)N1c1ccc(Cl)cc1Cl (stereo not drawn)
 : -2	107	7	-1	-13	10	0.3	-0.2	0.0	-13
- COc1ccc(NC(C)=O)cc1NC(=O)CSc1nnc(-c2ccccn2)n1C
 : 5	114	2	0	0	-4	0.0	-0.4	-1.2	0
- O=C(NCc1ccc(Cl)cc1)c1cc(=O)nc2sc(-c3ccccc3)nn12
 : 4	93	-8	-4	-2	0	1.1	4.6	2.0	0
- CCN(c1ccc(OC)cc1)S(=O)(=O)c1nnc(NC(=O)CC(C)C)s1
 : -12	79	-2	1	19	3	0.1	-0.2	-2.2	-6
- O=C(Nc1cscc1S(=O)(=O)c1ccccc1)c1ccccc1Cl
 : -4	98	11	0	-1	-5	0.0	0.7	2.3	-6
- Cc1nnc(SCCn2c(N3CCN(C)CC3)nc3c2c(=O)n(C)c(=O)n3C)s1
 : 7	95	3	0	2	-3	-0.3	0.5	-1.1	-1
- C[C@@H]1CN([C@@H](C)CO)C(=O)c2cc(NS(C)(=O)=O)ccc2O[C@@H]1CN(C)S(=O)(=O)c1ccccc1
 : 5	104	1	2	-2	2	0.0	-1.4	2.0	4
- Cc1ccc(-c2nc(CS(=O)CC(=O)NCc3ccccc3)c(C)o2)cc1 (stereo not drawn)
 : 4	100	-3	3	0	6	0.3	0.6	2.2	-4
- Cc1cc(=O)[nH]c(SCCOc2cccc(C(F)(F)F)c2)n1
 : 11	104	2	0	2	-4	0.0	2.3	3.4	-3
- N#CCc1ccc(NC(=O)c2cc(S(=O)(=O)N3CCOCC3)ccc2Cl)cc1
 : 7	96	-2	-2	0	-3	-0.2	-0.3	-1.1	2
- Cc1cc(C(=O)N2CC(C)CC(C)C2)n(-c2ccccc2)n1 (stereo not drawn)
 : 3	89	1	2	-5	-11	0.9	1.5	0.1	-1
- COc1ccc(CCNC(=O)CSc2nc(-c3ccc(OC)c(OC)c3)ccc2C#N)cc1
 : 7	95	2	2	-3	4	1.0	1.1	3.6	-4

# Following part.
# Value order – ABHD5-PLIN5 inh	ABCB6 inh MLPCN	MC4R antagonist	Glyco luc inh	Granule exo inh	m5-HT2A agonist	aDG glyco up	iPSC survival up	MC4R barr agon	Cardio protect
- COc1cc(/C=N/n2c(SC)nnc(C(C)(C)C)c2=O)ccc1O
 : 0	111	7	2	-1	4	-0.4	-1.2	-2.1	-4
- COc1ccc(OCC(O)CNC(=O)c2ccc(C)cc2)cc1 (stereo not drawn)
 : -5	95	-1	1	-1	-2	-0.1	-0.5	-1.6	2
- O=C(Nc1ccc2c(c1)OCO2)c1ccc(CO)cc1
 : 9	100	13	-7	2	2	-0.2	-0.4	-1.9	-12
- Cc1c(O[C@@H]2O[C@H](CO)[C@@H](O)[C@H](O)[C@H]2O)c(CO)c(O[C@@H]2O[C@H](CO)[C@@H](O)[C@H](O)[C@H]2O)c2c1O[C@@H](c1ccccc1)C[C@@H]2O
 : 1	96	1	1	-1	2	-0.2	0.2	-0.6	1
- COC(=O)c1ccc(C(=O)OC)c(=O)[nH]1
 : 2	98	-7	2	-3	0	-0.1	-0.4	-0.5	5
- O=S(O)OC1CS(=O)(=O)CC1c1ccccc1 (stereo not drawn)
 : -5	92	0	1	-11	0	-0.1	-0.5	-2.1	0
- CCN(CC(=O)Nc1c(F)cccc1F)C(=O)C1Cc2ccccc2CN1S(=O)(=O)CC (stereo not drawn)
 : -5	101	1	1	-4	1	0.1	-0.5	-5.2	4
- Cc1cccc(CC2CC(=O)N(C3CCCCC3)C2=O)c1 (stereo not drawn)
 : -5	99	-3	-1	0	0	0.3	1.2	-0.8	4
- Cc1ccccc1NC(=S)NC(NC(=O)N(C)C)C(Cl)(Cl)Cl (stereo not drawn)
 : -8	100	8	-1	0	-5	-0.2	1.0	1.6	8
- Cc1nc(SCC(=O)N2CCN(c3ccccc3)CC2)n[nH]1
 : -1	97	-2	-1	5	6	-0.1	0.0	-1.7	0
- COc1ccc(N2CCN(C(=O)c3cc(=O)[nH]c4ccccc34)CC2)cc1
 : -1	97	5	-1	1	4	0.4	3.1	-1.7	-4
- O=C(CNC1CCCC1)Nc1cc(Cl)ccc1[N+](=O)[O-]
 : 12	102	-4	0	10	-7	0.3	-0.2	3.0	-4
- O=C(NCc1ccccc1)c1onc(CS(=O)(=O)c2ccccn2)c1C(=O)NCc1ccccc1
 : -4	99	3	1	-1	-5	-0.8	-0.1	-0.8	4
- O=C(COC(=O)c1cccc2ccccc12)NCC1CCCO1 (stereo not drawn)
 : 0	96	-6	1	0	1	-0.3	0.6	1.2	-4
- CC(C(=O)NC1CCCCC1)N1CCN(C)CC1 (stereo not drawn)
 : 5	94	24	1	0	1	0.2	-0.1	0.7	-5

# More entries follow.
# Value order – ABHD5-PLIN5 inh	ABCB6 inh MLPCN	MC4R antagonist	Glyco luc inh	Granule exo inh	m5-HT2A agonist	aDG glyco up	iPSC survival up	MC4R barr agon	Cardio protect
- CCN(CC)Cc1c(O)c(Cl)cc2c(C)c(C)c(=O)oc12
 : -7	94	10	1	1	3	-0.1	2.9	0.3	0
- COc1ccc(CCN2C(=O)COc3ccccc3C2C(=O)Nc2ccc3c(c2)OCCO3)cc1OC (stereo not drawn)
 : -15	95	x	x	-12	0	-0.1	-0.2	x	x
- CCOC(=O)N1CCC(n2c(SCC(=O)N3CCC(C)CC3)nc3ccccc3c2=O)CC1
 : -5	96	8	-6	-4	-2	0.3	0.5	-1.0	67*
- O=C(CSc1nnc(CNC(=O)c2ccccc2F)o1)NCCc1ccccc1
 : 4	93	12	-2	3	1	-0.2	0.4	-2.8	0
- O=C(N/N=C/c1cccs1)c1cc(-c2cccc3ccccc23)n[nH]1
 : -5	113	7	16	6	0	-0.4	-0.8	-1.1	20
- CCOC(=O)N1CCC(=NNS(=O)(=O)c2cccc([N+](=O)[O-])c2)CC1
 : -3	108	-2	0	-3	-1	0.0	7.4	-1.5	4
- O=C(C1CCN(S(=O)(=O)N2CCC3(CC2)OCCO3)CC1)N1CCc2ccccc2C1
 : -2	95	-6	0	1	-2	0.1	-0.7	0.9	-3
- O=c1c(-c2c(O)cc(O)c3c(=O)cc(-c4ccc(O)cc4)oc23)c(-c2ccc(O)cc2)oc2cc(O)cc(O)c12
 : 10	95	7	0	-1	0	-0.2	0.9	-2.9	2
- OC(CC#CCN1CCCC1)(c1ccccc1)c1ccccc1
 : 0	91	6	2	-5	-6	-0.1	-0.2	-0.4	9
- C=CCOC(=O)C(C#N)c1nc2ccccc2nc1N1CCN(c2ccccc2OCC)CC1 (stereo not drawn)
 : -3	101	1	4	7	3	-0.2	1.1	-1.2	-3
- Cc1cccc(C)c1NC(=O)CN(C)C(=O)c1cccc(NS(=O)(=O)c2ccccc2)c1
 : 7	101	6	0	0	8	-0.3	1.2	1.9	6
- CC(=O)C[C@@H]1OC[C@H](Cc2ccccc2)N1S(=O)(=O)c1ccc(C)cc1
 : -4	x	x	x	-11	-6	0.6	x	x	x
- CC(=O)C[C@H]1c2ccccc2S(=O)(=O)N1c1ccccc1
 : -4	101	8	2	2	7	-0.1	-0.2	1.3	1
- COc1ccc(NC(=O)c2c(C)noc2C(C)C)cc1S(=O)(=O)N1CCCCC1
 : 8	90	2	-1	6	4	-0.3	1.2	-1.0	4
- CC(C)C(=O)N1CCC(c2nc(-c3ccc(S(=O)(=O)N4CCCC4)cc3)no2)CC1
 : 8	97	10	-4	-1	4	-0.2	-0.4	0.1	-4

# The list goes on.
# Value order – ABHD5-PLIN5 inh	ABCB6 inh MLPCN	MC4R antagonist	Glyco luc inh	Granule exo inh	m5-HT2A agonist	aDG glyco up	iPSC survival up	MC4R barr agon	Cardio protect
- O=C(/C=C/c1cccc([N+](=O)[O-])c1)NCCSCc1ccc(Cl)cc1
 : 0	86	0	-2	20	-7	0.2	2.5	-1.1	-2
- COc1ccc(N2CCN(C(=O)COC(=O)c3c(-c4ccccc4)noc3C)CC2)cc1
 : -5	102	7	2	7	5	-0.1	1.0	1.1	-4
- O=C(NC(=S)Nc1cccc2cc(O)ccc12)c1ccccc1Br
 : -2	101	18	-1	18	-17	-0.2	1.4	-3.6	-10
- CCCn1nc(Oc2nc(NCC)nc(NCC)n2)ccc1=O
 : 1	109	6	8	0	0	0.0	-3.5	-0.1	-11
- O=C(Cc1ccc(Br)cc1)OCC(=O)c1ccc[nH]1
 : 5	101	10	1	14	-3	-0.2	-2.0	-1.7	-2
- NC(=S)N/N=C1\CC(c2ccc3c(c2)OCCCO3)Oc2ccc(F)cc21 (stereo not drawn)
 : -11	104	9	-2	5	7	1.0	-0.2	0.7	-1
- NC(=O)c1sc2nc3c(c(-c4cccnc4)c2c1N)CCC3
 : 0	91	-11	0	0	5	-0.3	-0.5	-2.9	5
- Cc1cccc(N2CCN(C(=O)CN3CCOc4ccccc43)CC2C)c1 (stereo not drawn)
 : 1	102	7	-4	0	9	0.0	2.7	-0.2	-15
- c1ccc(C2=Nc3ccccc3NC(c3ccccc3)C2)cc1 (stereo not drawn)
 : 0	110	8	1	-1	-7	-0.5	-0.4	1.2	-4
- CCC1=NC(c2ccccc2)N(O)C1(C)C (stereo not drawn)
 : -3	90	-5	-2	0	-3	0.1	6.9	-2.5	14
- COc1ccc(S(=O)(=O)Nc2ccc3c(c2)n(C)c(=O)n3C)cc1
 : 4	94	10	5	-6	3	-0.3	3.3	1.6	0

# Screening data as filed in PubChem.
